From PubChem
PME-1 inh = PME-1 inhibitors via competitive probe labeling, primary screen, biochemical, fluorescence polarization, FP-Rh probe, HTS | 0.53% of 320,000 active | Protein phosphatase methylesterase 1 (Homo sapiens), Q9Y570 | recombinant PME-1 | inhibition, % at 5.9 µM;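 active = inhibition above the campaign mean of all compounds plus 3 SD, cut at about 26% in these data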;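 also: competitive labeling of PME-1 active site by serine hydrolase directed probe; 0% = PME-1 with DMSO and 100% = wells lacking PME-1 enzyme; inhibitors block probe labeling so polarization falls and inhibition rises; many of its hits are not listed in these tables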
Target sequence (Q9Y570 whole entry, looked up): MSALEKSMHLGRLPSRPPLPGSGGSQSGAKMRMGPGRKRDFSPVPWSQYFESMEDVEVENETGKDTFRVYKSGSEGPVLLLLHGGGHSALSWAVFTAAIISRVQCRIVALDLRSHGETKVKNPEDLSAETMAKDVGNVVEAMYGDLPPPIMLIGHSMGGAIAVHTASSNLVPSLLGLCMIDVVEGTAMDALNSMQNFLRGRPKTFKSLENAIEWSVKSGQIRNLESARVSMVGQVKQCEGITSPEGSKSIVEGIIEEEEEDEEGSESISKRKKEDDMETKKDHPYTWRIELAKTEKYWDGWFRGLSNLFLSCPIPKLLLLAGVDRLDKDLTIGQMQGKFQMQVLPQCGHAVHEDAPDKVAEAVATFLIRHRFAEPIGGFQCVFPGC
AHR act = AHR activators, primary screen, cell-based, luminescence, luciferase reporter, human. 2.5% of 320,000 active. AID 2796, 2010. AHR-responsive luciferase reporter cells. activation, % at 5 µM. Aryl hydrocarbon receptor (Homo sapiens), P35869; in the data active = activation above about 47%;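 also: 0% = vehicle wells and 100% = reference agonist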
Fam108B counter = mouse Fam108B serine hydrolase inhibitors, primary screen, counter-screen for RBBP9 inhibitor project, biochemical, fluorescence polarization; 0.33% of 300,000 active; AID 1947, 2009; recombinant Fam108B, FP-Rh probe fluorescence polarization; inhibition, % at 9.51 µM;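 active = inhibition above the screen mean inhibition plus 3 SD, computed separately per campaign, cut at about 18% in these data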;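 also: inhibitors lower polarization as less probe binds the enzyme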
MEX-5 binding = MEX-5 zinc finger RNA-binding disruptors – biochemical, C. elegans, fluorescence polarization, MLPCN library, primary screen. Zinc finger protein mex-5 (Caenorhabditis elegans), Q9XUB2. MEX-5/FITC-TCR2 RNA binding; hits give low values. activity score (negative = inhibition of binding), % at 10 µM. 0.38% of 300,000 active. AID 1832, 2009;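 active = inhibition past about -25% in most replicates, and total fluorescence under double the plate's negative control median, limit read from the data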;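 also: 0% = DMSO and -100% = 5 µM competing unlabeled TCR2 RNA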
GLD-1 RNA inh = GLD-1/TGE RNA complex disruptors, primary screen, biochemical, fluorescence polarization; inhibition, % at 5.96 µM; Female germline-specific tumor suppressor gld-1 (Caenorhabditis elegans), Q17339; 0.44% of 320,000 active; purified GLD-1 + fluorescein TGE RNA;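 active = percent inhibition above a per-plate cutoff, the plate mean of test compounds plus 3 SD, cut at about 30% in these data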;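 also: 0% = DMSO wells with GLD-1 and probe and 100% = wells lacking GLD-1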
PAFAH1B2 FP inh = PAFAH1B2 enzyme inhibitors, primary screen, biochemical, fluorescence polarization, human; Platelet-activating factor acetylhydrolase IB subunit alpha2 (Homo sapiens), P68402; inhibition, % at 3.39 µM; 1.2% of 340,000 active; recombinant PAFAH1B2, FP-rhodamine activity probe;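 active = inhibition above the mean of all tested compounds plus 3 SD, cut at about 24% in these data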;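 also: 0% = enzyme with DMSO and 100% = wells lacking PAFAH1B2; many of its hits are not listed in these tables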
MCL1 BIM primary = inhibitors of MCL1 binding to BIM-BH3, primary screen, biochemical, fluorescence polarization; GST-MCL1 / FITC-Bim-BH3 fluorescence polarization; AID 2057, 2009; inhibition, % at 10.9 µM; 0.68% of 320,000 active;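 active = inhibition above the mean inhibition of all tested compounds plus 3 SD, set per campaign, cut at about 40% in these data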;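 also: 0% = DMSO wells and 100% = unlabeled Bim-BH3 peptide control; higher means more loss of mP so more displacement of Bim peptide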
Bcl-xL primary = inhibitors of human Bcl-xL, primary screen, biochemical, fluorescence polarization, HTS; 0.7% of 320,000 active; GST-Bcl-xL / FITC-Bim BH3 peptide fluorescence polarization; inhibition, % at 10.9 µM;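 active = inhibition above the mean of all tested compounds plus 3 SD, cutoff set per campaign, cut at about 30% in these data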;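 also: 0% = DMSO wells and 100% = unlabeled Bim-BH3 peptide competitor; inhibitors lower millipolarization by displacing the labeled peptide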
pPAFAH inh = pPAFAH enzyme inhibitors, primary screen, biochemical, fluorescence polarization, human. recombinant pPAFAH, FP-rhodamine probe fluorescence polarization. inhibition, % at 3.39 µM. 1.5% of 330,000 active;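 active = inhibition above the mean inhibition across the screen plus 3 SD, cut at about 25% in these data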;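 also: inhibitors block binding of the rhodamine activity-based probe so polarization drops; 0% = enzyme with DMSO and 100% = wells lacking pPAFAH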
Target sequence (Q13093 whole entry, looked up): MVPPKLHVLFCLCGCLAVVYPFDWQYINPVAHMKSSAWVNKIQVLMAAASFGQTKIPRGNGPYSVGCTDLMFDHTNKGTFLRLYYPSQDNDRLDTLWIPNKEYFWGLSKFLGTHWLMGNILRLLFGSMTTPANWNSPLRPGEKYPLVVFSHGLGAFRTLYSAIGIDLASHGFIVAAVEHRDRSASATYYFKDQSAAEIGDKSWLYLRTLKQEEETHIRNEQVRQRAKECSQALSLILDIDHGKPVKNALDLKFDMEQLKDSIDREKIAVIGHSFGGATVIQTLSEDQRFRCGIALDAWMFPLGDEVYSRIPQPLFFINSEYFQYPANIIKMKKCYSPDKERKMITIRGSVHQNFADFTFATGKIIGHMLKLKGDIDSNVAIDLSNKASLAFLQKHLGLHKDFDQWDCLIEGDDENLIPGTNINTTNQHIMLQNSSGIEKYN
Starred values were filed as active, the others as inactive; nt = not tested or not shown. Only part of the results is shown; count on the stated rates, not on these rows.

Sequence of screens – PME-1 inh, AHR act, Fam108B counter, MEX-5 binding, GLD-1 RNA inh, PAFAH1B2 FP inh, MCL1 BIM primary, Bcl-xL primary, pPAFAH inh
- O=C(Nc1ccc(S(=O)(=O)N2CCCCCC2)cc1)c1[nH]ncc1[N+](=O)[O-]
→ -2, -9, -4, -1.4, 4, 7, 8, 4, 16
- O=C(CN(CC1CCCO1)C(=O)CNS(=O)(=O)c1ccc(F)cc1)NCc1ccc(F)cc1 (stereo unspecified)
→ -1, 1, 4, 0.8, -3, 9, 10, 1, 12
- C=CCOn1c(=O)c(-c2cccs2)[n+]([O-])c2ccccc21
→ -1, 15, -2, -0.5, 14, -6, 3, 7, 1
- O=C(COc1ncnc2ccccc12)NC1CCCCC1
→ nt, 1, nt, nt, -1, -2, nt, nt, 4
- CC(=O)Nc1ncc(Cc2cccc(Cl)c2Cl)s1
→ 2, 0, -6, -0.1, -1, 5, 6, 0, 7
- CCN(C[C@H]1N[C@@](C)(C(=O)OC)[C@H]2C(=O)N(Cc3ccccc3)C(=O)[C@@H]12)C(=O)c1ccc(C)cc1
→ nt, 1, nt, nt, 6, 3, nt, nt, 1
- Cc1nc(N)c(Cc2ccc(Cl)cc2Cl)c(N)n1
→ 1, 5, 0, 1.6, 9, nt, -2, -6, 0
- N#CC[C@H](Cc1ccccc1)N1CC[C@@H](O)CCC1=O
→ 3, -1, -3, -0.8, 3, -2, 11, 2, -2
- Cc1cc(C)c2c(N)c(C(=O)c3ccc(Cl)c(Cl)c3)sc2n1
→ -1, 11, -5, 0.0, 4, -4, 3, 0, 0
- Cc1ccc(S(=O)(=O)Nc2nc(-c3ccc(F)cc3)cs2)cc1
→ 6, 2, 0, -1.3, 3, -8, -1, 2, 17
- Cc1ccc(OCC(=O)N2CC(C)CC(C)C2)c([N+](=O)[O-])n1 (stereo unspecified)
→ nt, 1, nt, nt, 1, 7, nt, nt, -5
- C/C(=C\c1ccccc1)CN1CCC(C(=O)N2CCCCC2)CC1
→ 4, 3, -2, -0.5, 1, 8, 1, 1, 4
- CCOc1ccc(-c2cnc3n2CCCCC3)cc1
→ -2, 16, -1, 5.0, 3, 6, 6, 5, 2
- CN(CC(=O)Nc1ccccc1C(F)(F)F)C(=O)COc1ncnc2ccccc12
→ 2, 1, 3, 0.4, 6, -1, 0, -6, 5
- O=C(O)C1CCCN1S(=O)(=O)c1cccc(S(=O)(=O)N2CCCC2C(=O)O)c1 (stereo unspecified)
→ 1, 0, 1, -1.3, 6, 1, 1, 0, 1
- CCCCN1C2CCCC1CC(NC(=O)C1CCCCC1)C2 (stereo unspecified)
→ -2, 5, 1, -1.3, 7, -1, 2, -1, -1
- COc1ccc(CN(Cc2cc3cc(C)ccc3[nH]c2=O)C(=O)N(C)C)cc1
→ -1, 25, 3, 0.7, 4, 3, 5, 10, 1
- COc1cccc(-c2noc(C3CCCN(C(=O)c4ccc(F)cc4)C3)n2)c1 (stereo unspecified)
→ -4, 28, -3, 0.5, 1, 0, -8, 2, 2
- COc1ccc(C2C(C(=O)c3ccc(C)o3)=C(O)C(=O)N2c2cc(C)on2)cc1OC (stereo unspecified)
→ -1, 0, 4, -0.6, 2, 2, 4, 4, 3
- CCn1cc(C(=O)O)c(=O)c2cnc(N3CCN(C(=S)NC(=O)c4ccc(Cl)cc4Cl)CC3)nc21
→ 2, 2, 0, 1.8, 5, 2, -2, 0, 0
- O=C(CSc1nnc(Cc2cc(=O)[nH]c(=O)[nH]2)n1-c1ccc(Cl)cc1)NC1CCCC1
→ 0, -3, 1, nt, 37*, -3, 27, 18, -1
- CCCCSc1nc(C)cc(NC(=S)Nc2ccc(OC)cc2)n1
→ 3, 7, 0, -1.4, 1, -3, 7, 6, 3
- Cc1ccc(-c2nn(-c3ccccc3)cc2C(=O)N2CCOCC2)cc1
→ -5, 1, 0, 1.4, 1, 8, 5, 8, 4
- Nn1c(Cc2ccccc2F)n[nH]c1=S
→ 2, 0, 1, 2.8, -3, 0, -12, -9, -3
- COc1cccc(C(=O)Nc2ccc(C3CC3(Cl)Cl)cc2)c1 (stereo unspecified)
→ -3, 73*, -8, -0.9, -5, 7, 4, 2, -4
- COc1ccc(-c2nc3ncccc3n2O)cc1
→ 6, 6, 8, -1.6, -4, 1, 4, 2, -4
- CCOc1ccccc1NC(=O)C1CCCN(S(=O)(=O)c2c(C)[nH]c(=O)[nH]c2=O)C1 (stereo unspecified)
→ 2, -1, -2, 1.8, 8, 5, 4, 3, 6
- C=CCNC(=O)COc1cc(C)ccc1C
→ 1, 0, 3, -0.6, 3, 3, 1, 3, 6
- COc1ccc(NC2CCCN(C(=O)CCn3cccn3)C2)cc1 (stereo unspecified)
→ -6, -1, 1, -1.3, -2, 0, 9, 7, 3
- Cc1cc(C)n(-c2ccc(C(=O)Nc3cccc([N+](=O)[O-])c3)cc2)n1
→ -1, -15, -6, -2.3, 8, 4, 0, 6, -3
- O=C(c1ccc(F)c(S(=O)(=O)N2CCOCC2)c1)N1CCc2ccccc21
→ 4, 12, -2, 0.0, 1, -2, -6, -3, 6
- CS(=O)(=O)c1ccc(Cl)c(NC(=O)CCCc2nc3ccccc3c(=O)[nH]2)c1
→ -1, 2, -3, 0.7, 6, 5, -20, -15, 0
- CCCCNC(=O)Oc1cccc(N2CCCC2=O)c1
→ -2, 5, 2, 1.1, 5, 11, 2, 3, -5
- O=C(c1ccncc1)N1CCc2ccccc2C1
→ 1, 4, -1, 2.9, 1, -4, 2, 0, -3
- COc1ccc(-c2ccnc(-c3ccc(OCCCF)cc3)n2)cc1
→ -15, -2, -6, 0.5, -1, 2, 1, 6, 0
- CC(=O)NCCn1c(SCc2ccc(C)cc2)nc2ccccc2c1=O
→ 2, -2, -1, 1.5, -5, 1, -1, 2, -2
- O=C(NNC(=O)c1cccs1)c1ccc(Br)cc1
→ 5, -5, 2, 0.2, 0, 1, 4, 3, 6
- C=C(C)CNC(=S)Nc1cccc2cnccc12
→ 6, 3, 3, 1.1, 1, 4, 2, 5, -7
- Cc1cccc(C)c1OCCn1nnc2ccccc21
→ 3, -5, 7, 0.6, 1, 5, 12, 3, 3
- CCOc1ccccc1NC(=O)CSc1c(C)n[nH]c1C
→ -2, 5, 3, 0.2, -3, 2, 7, 5, 5
- Cc1nc2c(c(C)c1C#N)C(=O)c1ccccc1-2
→ 3, 72*, 2, -2.4, 5, 4, 5, 7, 2
- CN1/C(=C\C(=O)c2cccs2)C(C)(C)c2ccccc21
→ -2, 42, 1, -0.1, -2, 2, 3, 1, -2
- COCCNc1c(-c2ccc(OC)cc2)nc2ccc(Cl)cn12
→ -3, 5, 11, -14, 23, 6, 23, 24, 1
- COc1ccccc1NCCC(=O)OCC(=O)NCc1ccco1
→ -2, 0, -2, 2.0, 6, 2, 20, 5, 23
- Cc1c(NC(=O)c2ccc(N3CCCC3)c([N+](=O)[O-])c2)cccc1-c1nc2ccccc2s1
→ -19, -4, -5, -1.3, 1, -1, 6, 6, -2
- Cc1ccccc1NC(=S)N(CCCN1CCC(C)CC1)Cc1ccco1
→ -8, 0, 8, -1.2, 2, 1, 4, 8, -8
- CCCCn1c(SCc2ccccn2)nc2c1c(=O)n(C)c(=O)n2C
→ -4, 13, -3, -1.5, -3, 2, -4, 1, -4
- N/C(=N\OC(=O)COc1ccccc1)c1ccccn1
→ -2, -2, 7, -1.1, -14, 4, -1, 0, 2
- CCOC(=O)NCc1ccc2c(c1)OCO2
→ -6, 7, 0, -1.2, 0, 4, -2, 3, -6
- COc1ccc(-c2[nH]nc3oc(=O)cc(C)c23)cc1
→ -3, -1, -1, -0.2, 1, 4, -3, -2, 1
- Cc1ccsc1/C=C(\C#N)C(=O)Nc1c(C)n(C)n(-c2ccccc2)c1=O
→ 6, 0, -7, -1.8, 6, 3, 3, 3, 3
- COc1ccc(C(=O)N2c3ccc(F)cc3CCC2C)cc1OC (stereo unspecified)
→ -4, 5, -1, 0.6, -1, 10, 6, 2, 9
- S=C(NCCCN1CCOCC1)N1CCN(c2nc(-c3ccc(Cl)cc3)cs2)CC1
→ 11, -1, 6, -0.8, 3, -1, 5, 5, 9
- Cc1cccc(C(=O)OCC(=O)c2c(C)[nH]c3ccccc23)c1O
→ 1, 7, nt, nt, 6, 1, 4, 0, -4
- FC(F)(F)c1nnc(-c2ccccc2)nc1Oc1ccccc1
→ 8, 4, -2, 0.0, -1, 2, -1, 2, 0
- O=C(NNS(=O)(=O)c1ccc(Cl)cc1)C1CCN(Cc2ccccc2)CC1
→ 0, 0, 1, -1.2, 2, 9, 1, 1, 2
- O=C(Oc1cccc(NC(=O)c2ccco2)c1)c1cccc(S(=O)(=O)N2CCCC2)c1
→ 8, 2, -3, 0.7, 0, 5, -6, 3, -6
- Clc1ccc(CNc2cnccn2)cc1
→ 0, 3, -3, 0.8, 6, 16, 1, -1, 4
- CCc1ccc(NC(=O)Cc2cn(C)c3ccccc23)cc1
→ -4, 37, 1, 2.2, 4, 5, -9, -5, -8
- O=C(NCc1ccccn1)NC1CCCCC1
→ -2, -6, -2, -0.5, 5, 0, 14, 3, 6

Entries of single compounds, looked up by structure. Order of values: PME-1 inh, AHR act, Fam108B counter, MEX-5 binding, GLD-1 RNA inh, PAFAH1B2 FP inh, MCL1 BIM primary, Bcl-xL primary, pPAFAH inh
Shown for Cc1cccc(C)c1OCCn1nnc2ccccc21 = 3, -5, 7, 0.6, 1, 5, 12, 3, 3
Shown for N#CC[C@H](Cc1ccccc1)N1CC[C@@H](O)CCC1=O = 3, -1, -3, -0.8, 3, -2, 11, 2, -2
